# PTK2B oligo ant: antagonists of human Pyk2 oligomerization; Q14289; Q293 cells, Pyk2 FERM NanoBiT luminescence; active compounds read low; z-score (the deposit names both 25 µM and 10 µM); actives 0.83% (n = 99,000);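 active means Z-score of -3 or lower, scaled per plate to the spread of control and sample wells; inactive means z-score above -3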;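 further: negative z-score means lost luminescence so less FERM oligomerization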
# CYP2C9 inh: blocks human cytochrome P450 2C9. P11712. CYP2C9 Supersomes, luciferin-H conversion, luminescence. inhibition, % at 5 µM. actives 20% (n = 96,000). AID 777;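 active means blocking of liver enzyme CYP2C9 beyond about 50% at 5 µM, limit read from the data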; further: values of inactives mirror those of a sister screen read the other way
# PLAP act: activators of human placental alkaline phosphatase; AID 696; purified PLAP enzyme, luminescent substrate read-out; active compounds read high; activation fold at 20 µM; actives 1.2% (n = 96,000); P05187; in the data active means activation fold above about 2
# Target sequence (P05187 whole entry, looked up): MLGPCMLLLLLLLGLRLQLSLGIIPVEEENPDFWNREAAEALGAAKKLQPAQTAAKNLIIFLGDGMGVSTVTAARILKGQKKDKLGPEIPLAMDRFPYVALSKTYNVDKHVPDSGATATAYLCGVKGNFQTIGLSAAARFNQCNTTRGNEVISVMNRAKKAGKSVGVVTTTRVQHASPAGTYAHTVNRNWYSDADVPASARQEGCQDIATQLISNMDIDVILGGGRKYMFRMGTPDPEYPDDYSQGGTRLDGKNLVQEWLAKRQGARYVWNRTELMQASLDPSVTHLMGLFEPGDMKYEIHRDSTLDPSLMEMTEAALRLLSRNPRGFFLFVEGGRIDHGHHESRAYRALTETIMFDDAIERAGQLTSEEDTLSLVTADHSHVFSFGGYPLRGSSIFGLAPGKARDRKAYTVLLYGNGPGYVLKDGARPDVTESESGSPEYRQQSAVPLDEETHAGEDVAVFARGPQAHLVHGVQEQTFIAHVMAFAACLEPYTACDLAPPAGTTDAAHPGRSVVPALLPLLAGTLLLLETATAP
# CYP2C19 inh: blocks human cytochrome P450 2C19; P33261; CYP2C19 Supersomes, luciferin-H EGE luminescence, 30 min; inhibition, % at 5 µM; actives 21% (n = 96,000); AID 778;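 active means CYP2C19 inhibition above a set limit at 5 µM in the primary screen, cut at about 50% in these data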;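 further: plate controls were negative control wells for no effect and 2.5 mM tranylcypromine positive control for full effect; values of inactives mirror those of a sister screen read the other way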
# Target sequence (P33261 whole entry, looked up): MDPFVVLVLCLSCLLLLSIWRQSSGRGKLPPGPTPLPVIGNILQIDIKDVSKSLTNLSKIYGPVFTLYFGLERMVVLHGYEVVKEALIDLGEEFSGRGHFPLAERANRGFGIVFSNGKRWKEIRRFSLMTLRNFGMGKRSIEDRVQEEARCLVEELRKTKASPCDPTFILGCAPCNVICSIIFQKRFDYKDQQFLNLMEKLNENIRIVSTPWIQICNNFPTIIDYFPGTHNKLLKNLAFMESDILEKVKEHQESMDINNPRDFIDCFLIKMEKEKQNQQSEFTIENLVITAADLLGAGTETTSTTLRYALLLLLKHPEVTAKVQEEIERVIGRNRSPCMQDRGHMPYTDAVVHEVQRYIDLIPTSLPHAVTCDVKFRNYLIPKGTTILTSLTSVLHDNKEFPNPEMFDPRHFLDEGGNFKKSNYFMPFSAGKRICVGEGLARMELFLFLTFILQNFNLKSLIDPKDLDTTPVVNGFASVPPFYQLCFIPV
# CYP2C9 activ: CYP2C9 (human) activation; P11712; recombinant CYP2C9, luciferin-H conversion, luminescence; active compounds read high; factor 1 = untreated enzyme, 0 = blocked; activation factor at 5 µM; actives 1.4% (n = 96,000); AID 1024;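 active means activation factor of 2 or more for CYP2C9 at a 5 µM dose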;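 further: 0 = sulfaphenazole-blocked wells and 1 = vehicle-only wells; values of inactives mirror those of a sister screen read the other way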
# MT1-MMP txn act: MT1-MMP promoter transcription activation; AID 750; activation factor at 10 µM; HT1080 MT1-MMP promoter luciferase reporter, luminescence, overnight; active compounds read high; actives 0.16% (n = 86,000);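 active means activation factor of at least 2 for MT1-MMP transcription at 10 µM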
# Mac1 fbg inh: inhibitors of human CD11b/CD18 binding to fibrinogen. P05107+P11215. K562 CD11b/CD18 adhesion to fibrinogen, ATPlite luminescence; Mn2+ added to activate the integrin. inhibition, % at 10 µM. actives 0.54% (n = 93,000). AID 1497;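 active means primary inhibition of 50% or more at 10 µM, then 40% or more on retest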; further: some results filed as inactive read as strong as hits
# CYP2C19 activ: increases human CYP2C19 enzyme activity; P33261; recombinant CYP2C19, luciferin-H EGE luminescence; active compounds read high; 0 = fully inhibited enzyme, 1 = untreated enzyme; activation factor at 5 µM; 96,000 tested, under 10 active;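 active means activation factor of at least 2 at 5 µM in the primary screen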;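 further: 0 = wells with 2.5 mM tranylcypromine and 1 = vehicle-only wells; values of inactives mirror those of a sister screen read the other way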
# Mac1 fbg enh: increases human CD11b/CD18 adhesion to fibrinogen. AID 1499. activation, % at 10 µM. actives 0.07% (n = 93,000). P05107+P11215. K562 CD11b/CD18 adhesion to fibrinogen, ATPlite luminescence;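 active means 10 µM primary screen giving 50% or more activity, confirmed by 40% or more on retest at that dose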; further: strong numbers were not always called active; reference of the scale not given here
# Active calls of the source: *; x = not tested or not shown.
SMILES,PTK2B oligo ant,CYP2C9 inh,PLAP act,CYP2C19 inh,CYP2C9 activ,MT1-MMP txn act,Mac1 fbg inh,CYP2C19 activ,Mac1 fbg enh
Cc1ccc(N2CC(C)Cn3c2nc2c3c(=O)n(CC(=O)OCc3ccccc3)c(=O)n2C)cc1C (centres undefined),0.27,49,1.2,12,0.5,1.1,4,0.9,24
COC(=O)CSc1nc(SCc2ccccc2Cl)nc2c1CCCC2,-0.27,69*,1,50,0.3,x,-31,0.5,2
N#Cc1c(N)c(C(=O)c2ccc(Cl)cc2)n2c1CCC2,0.36,8,1,27,0.9,1,3,0.7,3
CCOC(=O)NCC(C)(C)CNC(=O)OCC,0.24,-4,0.9,-1,1,1.1,-26,1,3
COc1ccc(C(c2nnnn2Cc2cccs2)N2CCN(c3ccccc3F)CC2)cc1OC (centres undefined),-3.6*,23,1.6,28,0.8,1.1,14,0.7,4
COC(=O)CN1C(=O)C2(C(C#N)=C(N)Oc3ccccc32)C2=C1CC(C)(C)CC2=O (centres undefined),0.21,26,1,-6,0.7,x,0,1.1,-5
CCN(CC)S(=O)(=O)c1ccc(-c2nnc(SCC(=O)Nc3ccc4c(c3)OCO4)o2)cc1,1.8,72*,1.6,28,0.3,1.2,12,0.7,-6
O=C(CSCc1c(Cl)cccc1Cl)NN1C(=O)c2ccccc2C1=O,0.39,34,1.2,44,0.7,x,-2,0.6,-3
Cc1cc(C)n(-c2ccc(C(=O)Nc3ccc(N4CCOCC4)cc3)cc2)n1,0.52,2,1,1,1,1,-12,1,-1
O=C(Nc1ccc2c(c1)OCO2)C(c1ccccc1)N1CCC2(CC1)OCCO2 (centres undefined),-0.02,79*,1.4,90*,0.2,1,2,0.1,-2
Cc1ccc2nc(-c3ccc(S(=O)(=O)N4CCOCC4)cc3)cn2c1,x,-3,0.9,3,1,1,0,1,4
CCc1nnc(NS(=O)(=O)c2ccc(N3C(=O)C4CC=C(Cl)CC4C3=O)cc2)s1 (centres undefined),0.61,50*,1.2,13,0.5,x,4,0.9,1
O=C(c1ccco1)N1CCN=C1SCc1cccc(F)c1,x,20,0.8,32,0.8,1.2,2,0.7,0
Cc1c(C(=O)OC(C)C)[nH]c2c1C(=O)CC(C)(C)C2,-1.4,76*,1.1,75*,0.2,1,5,0.2,-4
Cc1cc(C)nc(NN2C(=O)/C(=C/c3ccccc3)SC2=S)n1,-1.8,24,0.9,5,0.8,x,x,1,x
CC(OC(=O)CN(C)S(=O)(=O)c1ccc(Cl)cc1)C(=O)Nc1ncc(Cl)cc1Cl (centres undefined),2.2,5,0.9,18,1,1.1,-13,0.8,0
O=S(=O)(c1ccccc1C(F)(F)F)N1CCC(n2cnc3ccccc32)CC1,0.23,71*,1.6,88*,0.3,1.1,-22,0.1,1
Cc1ccc(NCCNc2ccc(C)cc2)cc1,0.99,12,0.7,100*,0.9,1.3,-4,0,4
Cc1cc(C)nc(NS(=O)(=O)c2ccc(NC(=O)c3ccco3)cc2)n1,0.97,7,1.1,0,0.9,1.1,-12,1,-2
CC(=O)c1c(C)[nH]c(C(=O)N2CCCCCC2)c1C,1.7,15,0.9,23,0.9,1,x,0.8,x
CCOc1ccc(N(CC(=O)Nc2cccc(Cl)c2)S(=O)(=O)c2c(C)noc2C)cc1,x,36,1.3,26,0.6,1,-7,0.7,-1
Cc1cc(Nc2ccc(Br)c(C)c2)n2nc(C)nc2n1,x,-6,1.6,-6,1.1,1.1,-4,1.1,-2
O=C(/C=C/NNC(=O)c1cccc(Br)c1)c1cccc(Br)c1,0.11,-57,1.6,-1,1.6,1,9,1,1
COc1ccc(-n2nc(C(=O)Nc3ccc4c(c3)OCO4)c3ccccc3c2=O)cc1,-0.83,79*,1.1,14,0.2,1.1,-10,0.9,-2
COc1ccccc1-c1nc(C(N)=O)c2[nH]c(=O)n(-c3cccc(C)c3)c2n1,-1.2,33,1.4,15,0.7,1.2,-13,0.8,-2
O=C(NCC12CC3CC(CC(C3)C1)C2)c1nn2cccnc2c1Cl,-0.49,1,1,27,1,1.1,-25,0.7,-2
COc1ccc(NC(=O)Nc2ccc(C(=O)N3CCOCC3)cc2)cc1,-0.67,-30,1,-15,1.3,1,-15,1.1,2
Cc1nn(C)c(Oc2cccc(Cl)c2)c1C=O,0.24,8,1,43,0.9,x,17,0.6,-3
O=C(NCC(c1cccnc1)N1CCN(c2ccc(F)cc2)CC1)c1ccc(F)cc1 (centres undefined),0.89,77*,1.5,81*,0.2,1,-5,0.2,5
O=C(c1cc2c(=O)n3ccccc3nc2s1)N1CCOCC1,0.52,0,0.9,-7,1,1.5,-27,1.1,1
CCc1nnc(NC(=O)CCC(=O)N2CCN(Cc3ccc(Cl)cc3)CC2)s1,1.1,28,1.4,10,0.7,1,-2,0.9,1
Cc1ccc(CN2C(=O)CCC2C(=O)NCCN2CCOCC2)cc1 (centres undefined),0.42,4,1.3,19,1,1.2,13,0.8,-2
CCOc1cc(-c2cc(-c3ccc(C)o3)nc(N)c2C#N)ccc1O,-1.3,38,0.9,18,0.6,0.9,-6,0.8,27
COc1ccc(C2C(C(C)=O)=C(O)C(=O)N2c2nccs2)cc1 (centres undefined),-0.25,5,1,-17,0.9,1,4,1.2,2
COc1cc(NC(=O)COc2ccc(F)cc2)nc(OC)n1,-0.09,-2,0.8,30,1,1,-4,0.7,0
Clc1ccc(-n2c(SCc3nc4ccccc4[nH]3)nnc2-c2ccncc2)cc1,0.17,84*,1.5,99*,0.2,x,-1,0,-6
Cc1cc(C)cc(C(=O)n2cnnc2N)c1,-0.12,18,0.9,-5,0.8,0.6,-35,1.1,2
CCN(CC)CCn1c(NCc2nc3ccccc3n2Cc2ccccc2)nc2ccccc21,-0.24,86*,4.5,19,0.1,1.1,19,0.8,-1
COc1ccc(CCNC(=O)CC2Nc3ccccc3NC2=O)cc1 (centres undefined),0.1,29,1,36,0.7,1.6,11,0.6,-4
COc1ccc(C(CNC(=O)CN2C(=O)NC3(CC(C)CC(C)(C)C3)C2=O)N2CCOCC2)cc1 (centres undefined),0.31,22,1.5,24,0.8,1.4,-18,0.8,1
O=C1CCCC2=C1C1(CCCC1)N=C(Nc1nc3ccccc3o1)N2,x,2,0.9,7,1,1.1,-1,0.9,7
O=C(O)c1cc(-c2ccco2)nc2ccc(Br)cc12,-0.12,-2,1,-20,1,1.2,1,1.2,-1
CC1(C)OC(=O)C(=CNc2ccccc2F)C(=O)O1,0.02,-1,0.8,-5,1,1.1,-16,1.1,-1
O=C(Nc1ccc(NC(=O)C2CC2)cn1)c1ccccc1Cl,-0.24,-13,1,15,1.1,1.6,-18,0.8,-4
Cc1nn(-c2ccc(F)cc2)c2c1cc(C#N)c1nc3ccccc3n12,0.56,0,0.9,3,1,1.1,-18,1,39
CCOC(=O)C1CCCCN1Cc1ccccc1C(F)(F)F (centres undefined),-0.01,52*,1.8,95*,0.5,1,5,0,-1
Cc1ccc(C(=O)NC2(C(F)(F)F)N=C3SCCN3C2=O)cc1 (centres undefined),-0.12,13,1.1,6,0.9,1.2,1,0.9,-2
CCC(C)C(NC(=O)C(N)CC(C)C)C(=O)NC(CCC(=O)OCc1ccccc1)C(N)=O (centres undefined),0.17,23,1.3,24,0.8,x,-8,0.8,-1
COc1cccc(N(C(=O)Cn2nnc3ccccc32)C(C(=O)NCc2ccco2)c2cccnc2)c1 (centres undefined),-0.35,32,1.4,79*,0.7,1.1,2,0.2,2
COc1ccc(/C=N/n2c(SC)nnc(C(C)(C)C)c2=O)cc1,1.1,2,0.8,10,1,1.1,-19,0.9,-3
COc1cc(-c2nnc(-c3cccnc3)o2)cc(OC)c1OC,-1.2,7,1.3,25,0.9,1.1,2,0.8,0
CN(C(=O)CSc1nnc(Cc2ccccc2F)n1N)C1CCS(=O)(=O)C1 (centres undefined),-0.46,-7,0.8,-6,1.1,x,-2,1.1,-2
CC(C)c1ccc(C2NC(=O)NC3=C2CCc2ccccc23)cc1 (centres undefined),0.12,22,1,26,0.8,1,17,0.7,1
COc1cccc(C(=O)NC(C)C(c2cccs2)N2CCOCC2)c1 (centres undefined),x,21,1.1,8,0.8,x,-1,0.9,-1
COCCNC(=O)CN(C(=O)CCC(=O)Nc1ccccn1)c1ccc(F)cc1,0.47,3,1.1,22,1,1.2,0,0.8,1
CCCNC(=O)CN(c1ccc(F)c(Cl)c1)S(C)(=O)=O,0.86,12,0.9,29,0.9,1,-9,0.7,-4

# Single entries from above:
# Value of COc1cccc(C(=O)NC(C)C(c2cccs2)N2CCOCC2)c1 (centres undefined) in Mac1 fbg inh: -1
# Value of Cc1ccc(C(=O)NC2(C(F)(F)F)N=C3SCCN3C2=O)cc1 (centres undefined) in CYP2C19 inh: 6

# Of the compounds above, 12 have an aryl methoxy group.
SMILES,PTK2B oligo ant,CYP2C9 inh,PLAP act,CYP2C19 inh,CYP2C9 activ,MT1-MMP txn act,Mac1 fbg inh,CYP2C19 activ,Mac1 fbg enh
COc1ccc(C(c2nnnn2Cc2cccs2)N2CCN(c3ccccc3F)CC2)cc1OC (centres undefined),-3.6*,23,1.6,28,0.8,1.1,14,0.7,4
COc1ccc(-n2nc(C(=O)Nc3ccc4c(c3)OCO4)c3ccccc3c2=O)cc1,-0.83,79*,1.1,14,0.2,1.1,-10,0.9,-2
COc1ccccc1-c1nc(C(N)=O)c2[nH]c(=O)n(-c3cccc(C)c3)c2n1,-1.2,33,1.4,15,0.7,1.2,-13,0.8,-2
COc1ccc(NC(=O)Nc2ccc(C(=O)N3CCOCC3)cc2)cc1,-0.67,-30,1,-15,1.3,1,-15,1.1,2
COc1ccc(C2C(C(C)=O)=C(O)C(=O)N2c2nccs2)cc1 (centres undefined),-0.25,5,1,-17,0.9,1,4,1.2,2
COc1cc(NC(=O)COc2ccc(F)cc2)nc(OC)n1,-0.09,-2,0.8,30,1,1,-4,0.7,0
COc1ccc(CCNC(=O)CC2Nc3ccccc3NC2=O)cc1 (centres undefined),0.1,29,1,36,0.7,1.6,11,0.6,-4
COc1ccc(C(CNC(=O)CN2C(=O)NC3(CC(C)CC(C)(C)C3)C2=O)N2CCOCC2)cc1 (centres undefined),0.31,22,1.5,24,0.8,1.4,-18,0.8,1
COc1cccc(N(C(=O)Cn2nnc3ccccc32)C(C(=O)NCc2ccco2)c2cccnc2)c1 (centres undefined),-0.35,32,1.4,79*,0.7,1.1,2,0.2,2
COc1ccc(/C=N/n2c(SC)nnc(C(C)(C)C)c2=O)cc1,1.1,2,0.8,10,1,1.1,-19,0.9,-3
COc1cc(-c2nnc(-c3cccnc3)o2)cc(OC)c1OC,-1.2,7,1.3,25,0.9,1.1,2,0.8,0
COc1cccc(C(=O)NC(C)C(c2cccs2)N2CCOCC2)c1 (centres undefined),x,21,1.1,8,0.8,x,-1,0.9,-1
